Screening results as filed in PubChem BioAssay.
RORg inh – inhibitors of mouse ROR gamma transcriptional activity; Potency, µM (highest dose often 53.6 µM), for inactives: top-dose activity change, negative = inhibition, usual class: inhibitors; Drosophila S2 Gal4-RORgamma UAS-luciferase reporter, 20 h; actives 5.4% (n = 310,000); AID 2551; note: % is set by controls: 0 for no effect and ±100 for the full control effect; nearly all actives have a fitted effect of over 60% in size
Target sequence (P51450 whole entry, looked up, the tested form may be a part): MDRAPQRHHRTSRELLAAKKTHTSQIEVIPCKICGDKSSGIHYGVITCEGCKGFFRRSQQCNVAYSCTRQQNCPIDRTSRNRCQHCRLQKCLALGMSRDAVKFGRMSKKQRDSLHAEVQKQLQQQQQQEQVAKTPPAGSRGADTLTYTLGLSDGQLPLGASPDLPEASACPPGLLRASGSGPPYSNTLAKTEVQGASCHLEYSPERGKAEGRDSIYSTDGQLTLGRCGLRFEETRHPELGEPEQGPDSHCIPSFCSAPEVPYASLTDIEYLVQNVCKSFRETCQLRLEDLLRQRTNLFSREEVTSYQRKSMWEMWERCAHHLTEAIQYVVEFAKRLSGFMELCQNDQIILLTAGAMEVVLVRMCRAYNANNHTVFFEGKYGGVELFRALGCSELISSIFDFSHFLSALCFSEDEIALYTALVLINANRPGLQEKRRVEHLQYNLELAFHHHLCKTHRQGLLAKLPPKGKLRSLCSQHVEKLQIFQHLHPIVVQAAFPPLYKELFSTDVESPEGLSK
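Schneider cells (Drosophila), stable Gal4 DBD–ROR gamma + UAS-luc; 1 hr cmpd preincubation; Cu2+ induction 700 uM final; 20 hr ambient; luminescence.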
Gal4-VP16 FLuc – Gal4-VP16 reporter inhibition counter-screen | actives 3.5% (n = 310,000) | Drosophila S2 Gal4-VP16 UAS-luciferase, luminescence, 20 h | Potency, µM (top dose mostly 53.6 µM), without a hit: at the top dose activity, negative = inhibition, hits mostly inhibitors | AID 2546;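 note: Gal4-VP16 expression switched on by copper sulfate through the metallothionein promoter; % is set by controls: 0 for no effect and ±100 for the full control effect; nearly all actives have a fitted effect of over 50% in size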
PKM2 activator – increases activity of human pyruvate kinase M2 | P14618 | purified PKM2, Kinase-Glo ATP luminescence, activation; response scale: 0% is enzyme alone, no compound | Potency, µM (titrated, usually from 57.5 µM), without a hit: at the highest dose activation, hits mostly activators | actives 0.34% (n = 260,000) | AID 1631; note: % is set by controls: 0 for no effect and ±100 for the full control effect; nearly all actives have a fitted effect of over 55% in size
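ATP formation by purified human PK-M2, quantified via coupled luciferase luminescence after 1 h at room temperature with 0.1 mM ADP and 0.5 mM PEP final.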
Menin MLL FP TR – displaces Texas Red mutant MLL peptide from human menin; O00255; Menin + Texas Red MLL mutant peptide, fluorescence polarization; Potency, µM (series often up to 61.6 µM), for the others: at the highest dose FP activity change, negative = inhibition, most hits filed as inhibitors; actives 0.23% (n = 270,000); AID 1768; active = well fitted inhibition curve with a large enough effect in the polarisation, with a control signal flat, not every such curve was filed as active; inconclusive = small, poorly fitted or top-dose-only effect, or effect the other way, or a change in a side signal; inactive = no such curve, though single readings can be large or run the other way; the % refers to the polarisation; note: % of control where 0% means no effect; many of its hits are not listed in these tables
Target sequence (O00255 whole entry, looked up): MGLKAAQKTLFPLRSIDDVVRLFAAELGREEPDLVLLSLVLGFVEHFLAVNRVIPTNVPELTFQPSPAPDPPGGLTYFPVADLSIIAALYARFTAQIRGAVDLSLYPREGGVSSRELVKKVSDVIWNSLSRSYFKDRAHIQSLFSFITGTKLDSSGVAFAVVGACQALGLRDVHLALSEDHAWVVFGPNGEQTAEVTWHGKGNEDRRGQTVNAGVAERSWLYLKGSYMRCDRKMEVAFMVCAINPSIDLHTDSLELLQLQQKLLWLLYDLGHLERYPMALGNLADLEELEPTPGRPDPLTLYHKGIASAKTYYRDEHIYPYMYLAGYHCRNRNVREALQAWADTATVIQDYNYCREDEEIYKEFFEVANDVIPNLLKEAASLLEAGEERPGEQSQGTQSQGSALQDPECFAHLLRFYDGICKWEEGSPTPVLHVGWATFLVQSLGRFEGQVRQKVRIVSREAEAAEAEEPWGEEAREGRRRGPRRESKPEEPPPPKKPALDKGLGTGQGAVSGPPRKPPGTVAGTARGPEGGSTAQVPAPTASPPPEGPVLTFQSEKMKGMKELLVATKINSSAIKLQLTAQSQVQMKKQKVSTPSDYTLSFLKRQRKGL
MBNL1 CUG block – blocks human MBNL1 binding to CUG repeat RNA; actives 0.036% (n = 280,000); TR-FRET MBNL1-His/biotin-(CUG)12 binding, 665/545 ratio; Q9NR56; Potency, µM (series often up to 57.5 µM), without a hit: at the highest dose activity change, negative = inhibition, usual class: inhibitors; AID 2675; active = well fitted inhibition curve with a large enough effect in the signal ratio, with a control signal flat, not every such curve was filed as active; inconclusive = small, poorly fitted or top-dose-only effect, or effect the other way, or a change in a side signal; inactive = no such curve, though single readings can be large or run the other way; the % refers to the signal ratio; note: % is set by controls: 0 for no effect and ±100 for the full control effect
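TR-FRET readout: Ex 340 nm, 665/545 nm emission ratio, normalized to buffer-only (basal) and MBNL1-(CUG)12 controls. Complex of MBNL1-His with Biotin-(CUG)12, compounds 92 nM–58 uM, incubated 60 min at room temperature.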
* hit, by the source's call; ? = inconclusive; / = no result given; [ ] = another dose, or the depositor's remark. Unless noted, calls come from the whole dose curve; as a rule, active = well fitted curve in the direction sought with a large enough effect; inconclusive = small, poorly fitted or top-dose-only effect, or another doubt; inactive = no such curve, though single readings can be large; an effect the other way counts as inactive or inconclusive. Potency is the fitted concentration of half-maximal effect.

The line under a structure holds: Menin MLL FP TR	Gal4-VP16 FLuc	RORg inh	MBNL1 CUG block	PKM2 activator
1. NC(=S)c1ccc[n+]([C@@H]2O[C@@H](COP(=O)([O-])OP(=O)(O)OC[C@H]3O[C@@H](n4cnc5c(N)ncnc54)[C@H](OP(=O)(O)O)[C@H]3O)C(O)C2O)c1 (some centres not stated)
→ -8%	/	/	/	/
2. CCSC(N)=Nc1ccc(C(F)(F)F)cc1
→ 10%	/	/	/	/
3. Nc1nc(Nc2ccccc2)nc2c1ncn2[C@@H]1O[C@H](CO)[C@H](O)[C@H]1O
→ -3%	/	/	/	/
4. CCCCC#Cc1nc(N)c2ncn([C@@H]3O[C@H](C(=O)NCC)[C@@H](O)[C@H]3O)c2n1
→ 0%	/	/	/	/
5. CSc1nc(N)c2ncn([C@@H]3O[C@H](COP(=O)(O)OP(=O)(O)OP(=O)(O)O)[C@H](O)[C@H]3O)c2n1
→ 5%	/	/	/	/
6. Cc1c(C)c2c(c(C)c1O)CCC(C)(CN1CCN(c3cc(N4CCCC4)nc(N4CCCC4)n3)CC1)O2 (configuration not stated)
→ -1%	/	/	/	/
7. CNC(=O)[C@H]1O[C@@H](n2cnc3c(NCc4ccc(N)cc4)ncnc32)[C@H](O)[C@H]1O
→ 0%	/	/	/	/
8. OC[C@H]1O[C@@H](n2cnc3c(NC4CCCC4)ncnc32)[C@H](O)[C@H]1O
→ 0%	/	/	/	/
9. NC(=NCCC[C@H](N)C(=O)O)NO
→ 15%	/	/	/	/
10. CNC(=O)[C@H]1O[C@@H](n2cnc3c(N)ncnc32)[C@H](O)[C@H]1O
→ -6%	/	/	/	/
11. OC[C@H]1O[C@@H](n2cnc3c(Nc4ccccc4)ncnc32)[C@H](O)[C@H]1O
→ -3%	/	/	/	/
12. O=C(O)c1ccc(-c2noc(-c3ccccc3F)n2)cc1
→ /	10µM*	/	/	/
13. CC1(OC(=O)C2CCCC2)C(=O)C=C2C=C3CCCN3C=C2C1=O (configuration not stated)
→ 0%[11.7 µM]	/	/	/	3%[11.5 µM]
14. COC(=O)C1=C(C(=O)OC)[C@@H]2N(C)c3ccccc3[C@@]23C[C@@H](C(=O)OC)N(S(=O)(=O)c2ccc4c(c2)OCCN4C)C3=N1
→ -7%[11.7 µM]	/	/	/	4%[11.5 µM]
15. COc1ccc(NC(=O)N2CCc3nc(COc4ccccc4)c4c(c3C2)CO[C@@H](C)C4)cc1
→ -9%[11.7 µM]	/	/	/	13%[11.5 µM]
16. COC(=O)CCCC1=CC2=CC(=O)C(C)(OC(=O)c3cccs3)C(=O)C2=CN1c1ccc(CO)cc1 (configuration not stated)
→ -10%[11.7 µM]	/	/	/	-5%[11.5 µM]
17. COC(=O)CCC(=O)OC1(C)C(=O)C=C2C=C(C3CC3)N(c3ccc(OC)cc3)C=C2C1=O (configuration not stated)
→ -9%[11.7 µM]	/	/	/	-1%[11.5 µM]
18. C[C@H]1Cc2c(-c3ccccc3)nc3c(c2CO1)CN(C(=O)NCCc1c[nH]c2ccccc12)CC3
→ -19%[11.7 µM]	/	/	/	-5%[11.5 µM]
19. CCN(CC)CCCN1C=C2C(=O)C(C)(OC(=O)c3cccs3)C(=O)C=C2C=C1CCCC(=O)OC (configuration not stated)
→ -8%[11.7 µM]	/	/	/	-5%[11.5 µM]
20. COC(=O)C1=C(C(=O)OC)[C@@H]2N(Cc3ccccc3)c3ccccc3[C@@]23C[C@@H](C(=O)OC)N(S(=O)(=O)c2ccc([N+](=O)[O-])cc2)C3=N1
→ -7%[11.7 µM]	/	/	/	-13%[11.5 µM]
21. COC(=O)C1=C(C(=O)OC)[C@@H]2Nc3ccccc3[C@@]23C[C@@H](C(=O)OC)N(S(=O)(=O)c2ccc4c(c2)OCCN4C)C3=N1
→ 2%[11.7 µM]	/	/	/	2%[11.5 µM]
22. COc1ccc(-c2nc3c(c4c2C[C@H](c2ccccc2)OC4)CN(C(=O)C2CC2)CC3)c(C)c1
→ -4%[11.7 µM]	/	/	/	8%[11.5 µM]
23. C[C@H](NC(=O)N1CCc2nc(-c3ccccc3)c3c(c2C1)CO[C@@H](C)C3)c1ccccc1
→ -6%[11.7 µM]	/	/	/	-14%[11.5 µM]
24. CCOC(=O)CN1C(=O)N[C@@H](CCc2ccccc2)C(C(=O)OC)=C1C
→ -5%[11.7 µM]	/	/	/	-8%[11.5 µM]
25. CCCCc1cc2c(cn1)=C(OC(=O)c1cccs1)C(C)(OC(=O)CC)C(=O)C=2 (configuration not stated)
→ -4%[11.7 µM]	/	/	/	4%[11.5 µM]
26. CC#CCN1c2ccccc2[C@]23C[C@@H](C(=O)OC)N(S(=O)(=O)c4ccc(OC)cc4)C2=NC(C(=O)OC)=C(C(=O)OC)[C@H]13
→ -4%[11.7 µM]	/	/	/	-4%[11.5 µM]
27. C=CCNC(=O)N1CCc2nc(CCCC)c3c(c2C1)CO[C@@H](C)C3
→ 0%[11.7 µM]	/	/	/	4%[11.5 µM]
28. C=CC1=C2C=C(C3CC3)N(Cc3ccccc3)C=C2C(=O)C(C)(OC(=O)c2ccco2)C1=O (configuration not stated)
→ -24%[11.7 µM]	/	/	/	0%[11.5 µM]
29. COC/C=C/C1=CC2=CC(=O)C(C)(OC(=O)c3cnc4ccccc4n3)C(=O)C2=CN1c1cccc(C#N)c1 (configuration not stated)
→ -4%[11.7 µM]	/	/	/	-6%[11.5 µM]
30. C[C@H]1Cc2c(-c3ccccc3)nc3c(c2CO1)CN(S(=O)(=O)c1ccc2c(c1)OCCN2C)CC3
→ -2%[11.7 µM]	/	/	/	-18%[11.5 µM]

Compound profiles, from the list above. Order of values: Menin MLL FP TR | Gal4-VP16 FLuc | RORg inh | MBNL1 CUG block | PKM2 activator
Profile of CC#CCN1c2ccccc2[C@]23C[C@@H](C(=O)OC)N(S(=O)(=O)c4ccc(OC)cc4)C2=NC(C(=O)OC)=C(C(=O)OC)[C@H]13 = -4%[11.7 µM] | / | / | / | -4%[11.5 µM]
Profile of C=CCNC(=O)N1CCc2nc(CCCC)c3c(c2C1)CO[C@@H](C)C3 = 0%[11.7 µM] | / | / | / | 4%[11.5 µM]

(cont.)
The line under a structure holds: Menin MLL FP TR	Gal4-VP16 FLuc	RORg inh	MBNL1 CUG block	PKM2 activator
31. C[C@H]1Cc2c(COc3ccccc3)nc3c(c2CO1)CN(C(=O)c1cc(I)ccc1F)CC3
→ -10%[11.7 µM]	/	/	/	3%[11.5 µM]
32. COC(=O)C1=C(C(=O)OC)[C@@H]2N(Cc3ccccc3)c3ccccc3[C@@]23C[C@@H](C(=O)OC)N(S(=O)(=O)c2ccc(Br)cc2)C3=N1
→ ?	/	/	/	1%[11.5 µM]
33. COC(=O)C1=C(C(=O)OC)[C@@H]2Nc3ccccc3[C@@]23C[C@@H](C(=O)OC)N(S(=O)(=O)c2ccc(C(F)(F)F)cc2)C3=N1
→ -1%[11.7 µM]	/	/	/	-6%[11.5 µM]
34. COC/C=C/C1=CC2=CC(=O)C(C)(OC(=O)c3cnc4ccccc4n3)C(=O)C2=CN1CCc1c[nH]c2ccccc12 (configuration not stated)
→ -4%[11.7 µM]	/	/	/	-3%[11.5 µM]
35. COC(=O)C1=C(C(=O)OC)[C@@H]2N(C)c3ccccc3[C@@]23C[C@@H](CO)N=C3N1
→ 13%[11.7 µM]	/	/	/	1%[11.5 µM]
36. C[C@H]1Cc2c(COc3ccccc3)nc3c(c2CO1)CN(S(=O)(=O)c1ccc2c(c1)OCCN2C)CC3
→ -13%[11.7 µM]	/	/	/	-1%[11.5 µM]
37. COC(=O)CCCC1=CC2=C(c3ccccc3)C(=O)C(C)(OC(=O)C3CCCC3)C(=O)C2=CN1CCCOC(C)C (configuration not stated)
→ ?	/	/	/	-5%[11.5 µM]
38. CCCCc1nc2c(c3c1C[C@H](C)OC3)CN(S(=O)(=O)c1ccc(NC(C)=O)cc1)CC2
→ -2%[11.7 µM]	/	/	/	-8%[11.5 µM]
39. COC(=O)C1=C(C(=O)OC)[C@@H]2N(C)c3ccc(OC)cc3[C@@]23C[C@@H](C(=O)OC)N(C(=O)c2ccco2)C3=N1
→ 13%[11.7 µM]	/	/	/	-1%[11.5 µM]
40. C[C@H]1Cc2c(COc3ccccc3)nc3c(c2CO1)CN(C(=O)c1cccnc1)CC3
→ -13%[11.7 µM]	/	/	/	0%[11.5 µM]
41. CCCCc1nc2c(c3c1C[C@H](C)OC3)CN(S(=O)(=O)c1c(C)noc1C)CC2
→ -14%[11.7 µM]	/	/	/	-8%[11.5 µM]
42. CC#CCN1c2ccccc2[C@]23C[C@@H](C(=O)OC)N(S(=O)(=O)c4ccc(C#N)cc4)C2=NC(C(=O)OC)=C(C(=O)OC)[C@H]13
→ -3%[11.7 µM]	/	/	/	-6%[11.5 µM]
43. CCOC(=O)CCCNC(=O)N1CCc2nc(-c3ccc(OC)cc3C)c3c(c2C1)CO[C@@H](c1ccccc1)C3
→ -17%[11.7 µM]	/	/	/	-8%[11.5 µM]
44. C[C@H]1Cc2c(COc3ccccc3)nc3c(c2CO1)CN(C(=O)c1ccco1)CC3
→ -10%[11.7 µM]	/	/	/	0%[11.5 µM]
45. COc1cc2c(cc1OC)[C@@H]1C(=O)c3ccc4c(c3O[C@@H]1CO2)C=CC(C)(C)O4
→ -7%[24.8 µM]	/	?	/	/
46. O=[N+]([O-])c1ccc(CSc2ncnc3c2ncn3[C@@H]2O[C@H](CO)[C@H](O)[C@H]2O)cc1
→ 1%	/	/	?	/
47. NCCCCNS(=O)(=O)c1cccc2c(Cl)cccc12
→ ?	/	/	?	/
48. O=C(OCC1CO1)C1CCCCC1C(=O)OCC1CO1 (configuration not stated)
→ /	1%	26%	/	/
49. C=CCCC
→ /	-2%	6%	/	/
50. CC(C)C(C)C
→ /	-2%	3%	/	/
51. Cc1ccc(Br)cc1
→ /	-12%	-15%	/	/
52. Cc1ccc(Cl)cc1N
→ /	1%	0%	/	/
53. CC/C(C)=N/O
→ /	-5%	11%	/	/
54. CC1(N)CCC(C(C)(C)N)CC1 (configuration not stated)
→ /	7%	8%	/	/
55. COc1cc(OC)c2ccc(=O)oc2c1C(CCN1CCOCC1)c1ccc(N(C)C)cc1 (configuration not stated)
→ /	3%	-3%	/	/
56. Cc1cc(C)cc([N+](=O)[O-])c1
→ /	5%	1%	/	/
57. O=C(O)c1ccc(CO)o1
→ /	-8%	11%	/	/
58. c1ccc2c(c1)ccc1cc3c(ccc4ccccc43)cc12
→ /	3%	-12%	/	/
59. Nc1ccc(O)cc1
→ /	4%	?	/	/
60. Cc1ccc(F)c(C2C3C=CCC(C)C3C(=O)N2Cc2ccccc2)c1 (configuration not stated)
→ /	?	10%	/	/
61. Oc1ccc2cc(SSc3ccc4cc(O)ccc4c3)ccc2c1
→ /	-20%	15%	/	/
62. CC(C)CO
→ /	6%	17%	/	/
63. CCCCCCCC/C=C\CCCCCCCC(=O)N(CCO)CCO
→ /	3%	-1%	/	/
64. C=CC(=O)CC
→ /	22%	27%	/	/
65. [O-]/[N+](=N\O)c1ccccc1
→ /	-6%	-1%	/	/

Reprinted: compounds 61–65
The line under a structure holds: Menin MLL FP TR	Gal4-VP16 FLuc	RORg inh	MBNL1 CUG block	PKM2 activator
61. Oc1ccc2cc(SSc3ccc4cc(O)ccc4c3)ccc2c1
→ /	-20%	15%	/	/
62. CC(C)CO
→ /	6%	17%	/	/
63. CCCCCCCC/C=C\CCCCCCCC(=O)N(CCO)CCO
→ /	3%	-1%	/	/
64. C=CC(=O)CC
→ /	22%	27%	/	/
65. [O-]/[N+](=N\O)c1ccccc1
→ /	-6%	-1%	/	/

This is a subset. The share of hits here may be higher or lower than overall.
